Bioassay records from PubChem BioAssay.
beta cell repl: inducers of beta-cell replication in MIN6 cells | MIN6 cells proliferation, ATPlite luminescence, 48 h; cells starved in 0.2% serum; 100% = growth in 10% serum | proliferation, % at 10 µM | 0.29% of 330,000 active;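 active means compounds whose signal lies at least 3.5 SD above the mean of all wells on their plate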;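 further: 0% = DMSO-treated cells in low-serum medium and 100% = 10% serum control; some compounds called inactive have numbers as strong as hits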
hIAP inh: blocks human intestinal alkaline phosphatase; P09923; AID 2544; purified IAP, CDP-Star luminescence, 30 min; inhibition, % at 10 µM; 0.12% of 330,000 active;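 active means inhibition reaching a set limit with compound at 10 µM in the primary screen, cut at about 35% in these data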;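 further: plate controls were DMSO wells with enzyme for no effect and no-enzyme buffer wells for full effect; values of inactives mirror those of a sister screen read the other way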
Target sequence (P09923 whole entry, looked up): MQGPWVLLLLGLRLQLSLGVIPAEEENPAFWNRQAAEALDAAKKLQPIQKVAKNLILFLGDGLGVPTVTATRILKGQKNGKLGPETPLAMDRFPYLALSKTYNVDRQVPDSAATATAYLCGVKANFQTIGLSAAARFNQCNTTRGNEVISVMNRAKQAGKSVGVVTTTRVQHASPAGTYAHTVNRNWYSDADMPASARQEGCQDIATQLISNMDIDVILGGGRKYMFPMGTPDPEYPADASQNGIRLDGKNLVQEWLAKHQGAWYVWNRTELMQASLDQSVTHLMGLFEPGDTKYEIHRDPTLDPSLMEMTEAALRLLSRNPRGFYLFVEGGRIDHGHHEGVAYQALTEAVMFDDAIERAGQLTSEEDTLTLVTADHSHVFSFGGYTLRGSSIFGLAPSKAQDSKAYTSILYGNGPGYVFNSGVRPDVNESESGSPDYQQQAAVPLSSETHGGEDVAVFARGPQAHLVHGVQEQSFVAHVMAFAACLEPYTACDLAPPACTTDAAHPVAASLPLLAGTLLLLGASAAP
MPTP block: blocks calcium-induced mitochondrial swelling. isolated mouse mitochondria, Ca2+ swelling absorbance, 30 min. 1.4% of 360,000 active. inhibition, % at 10 µM. AID 602449;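 active means inhibition of 50% or more, scaled per plate between neutral and stimulator controls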;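 further: 0% = DMSO wells given calcium and 100% = 1 mM EGTA wells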
APOBEC3A inh: human APOBEC3A DNA deaminase inhibition; P31941; recombinant A3A, FAM/TAMRA ssDNA deamination fluorescence; inhibition, % at 20 µM; 0.41% of 330,000 active;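 active means at least 40% inhibition at 20 µM here, with at most 30% in a related deaminase screen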;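 further: plate controls were A3A with DMSO for no effect and wells lacking A3A enzyme for full effect; some results filed as inactive read as strong as hits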
Target sequence (P31941 whole entry, looked up): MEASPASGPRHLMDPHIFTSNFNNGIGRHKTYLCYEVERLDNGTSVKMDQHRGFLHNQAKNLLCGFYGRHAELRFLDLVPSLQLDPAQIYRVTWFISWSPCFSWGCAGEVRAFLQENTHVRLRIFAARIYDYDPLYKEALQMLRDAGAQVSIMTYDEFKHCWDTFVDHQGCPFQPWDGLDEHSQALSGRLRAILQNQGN
APOBEC3G inh: inhibitors of human APOBEC3G DNA deaminase. Q9HC16. 0.28% of 330,000 active. recombinant A3G, ssDNA deamination FAM/TAMRA fluorescence. inhibition, % at 20 µM;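 active means inhibition of at least 40% at 20 µM, with no more than 30% in the related APOBEC3A deaminase screen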;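 further: plate controls were DMSO wells with A3G for no effect and wells lacking A3G enzyme for full effect; some compounds called inactive have numbers as strong as hits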
Target sequence (Q9HC16 whole entry, looked up): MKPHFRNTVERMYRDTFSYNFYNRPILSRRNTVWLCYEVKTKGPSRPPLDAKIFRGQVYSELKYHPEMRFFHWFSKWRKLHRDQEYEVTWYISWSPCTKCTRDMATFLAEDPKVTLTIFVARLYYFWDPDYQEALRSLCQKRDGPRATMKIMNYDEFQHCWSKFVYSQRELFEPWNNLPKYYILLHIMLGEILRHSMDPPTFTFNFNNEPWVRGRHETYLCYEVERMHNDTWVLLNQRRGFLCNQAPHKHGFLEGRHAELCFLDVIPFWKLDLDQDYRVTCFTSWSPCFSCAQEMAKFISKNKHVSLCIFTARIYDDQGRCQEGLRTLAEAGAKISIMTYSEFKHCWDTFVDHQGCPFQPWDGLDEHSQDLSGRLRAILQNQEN
hIAP act: human IAP activation. AID 2524. purified human IAP, CDP-Star luminescence, 30 min; active compounds read high; 1 = vehicle-only enzyme, 0 = enzyme-free background. 0.16% of 330,000 active. activation factor at 10 µM. P09923;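 active means activation factor of the enzyme at least 2-fold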; further: the source names both 10 and 20 µM as test concentration; values of inactives mirror those of a sister screen read the other way
mIAP activ: increases mouse intestinal alkaline phosphatase activity; muIAP, CDP-Star luminescence, 30 min; active compounds read high; 1 = vehicle-only enzyme signal, 0 = enzyme-free wells; activation factor at 10 µM; 0.24% of 330,000 active;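 active means activation factor of at least 2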; further: the source names both 10 and 20 µM as test concentration; values of inactives mirror those of a sister screen read the other way
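also added = chemiluminescent substrate CDP-Star | test system = mouse IAP enzyme | signal = chemiluminescence readout | compound = DMSO-dissolved test compounds | incubation = 30 min at room temperature | benchmarks = DMSO wells, no-enzyme wells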
mIAP inh: blocks mouse intestinal alkaline phosphatase | inhibition, % at 10 µM | purified mouse IAP, CDP-Star luminescence, 30 min | 0.2% of 330,000 active;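 active means inhibition of at least 40% at 10 µM in the primary screen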;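 further: plate controls were DMSO with enzyme for no effect and no enzyme wells for full effect; values of inactives mirror those of a sister screen read the other way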
NR3A LBD binder: modulates the human NR3A ligand-binding domain. 2.5% of 340,000 active. NR3A LBD differential scanning fluorimetry, Tm shift; 0% = protein alone, 100% = glycine-bound protein. AID 1259313. Tm shift relative to glycine control, % at 25 µM;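 active means melting temperature shift of at least 10% of the positive control shift, at one fixed dose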
Active calls of the source: *; . = no result given.

SMILES	beta cell repl	hIAP inh	MPTP block	APOBEC3A inh	APOBEC3G inh	hIAP act	mIAP activ	mIAP inh	NR3A LBD binder
Cn1ncc2c(Nc3ccc(O)cc3)nc(Cl)nc21	5	-13	-0.7	-1	-6	1.1	0.91	9	.
COc1ccc(-n2c(=O)[nH]c3c(C(N)=O)nc(C4CCCCC4)nc32)cc1	1	-1	2.9	-3	-8	1	0.85	15	1
CC(=O)C(C)n1c(CN2CCN(C(=O)c3ccco3)CC2)nc2c1c(=O)n(C)c(=O)n2C (stereo not given)	-1	-10	0.3	-3	-7	1.1	0.93	7	2
Nc1nnnn1CC(=O)N/N=C/c1cccs1	0	9	2.6	-3	-9	0.91	1.1	-6	0
Oc1ccc(Cc2ccc(Cl)cc2)c(O)c1	-3	-8	1.3	2	-1	1.1	1.1	-9	-12
CN1CCN(/N=C/c2ccc(C#N)cc2)CC1	-2	-4	-1.1	1	-6	1	1.1	-8	-2
CCCCN(CCCC)C(=O)/C=C/c1cccc([N+](=O)[O-])c1	0	-11	2.9	-2	-6	1.1	0.86	14	1
COc1cccc(/C=N/NC(=O)c2cnccn2)c1	0	15	-1.3	0	-4	0.85	0.95	5	-5
Cn1c(SCC(=O)NC2CCCCC2)nnc1-c1cc2cc(Cl)ccc2o1	-4	0	6.2	-1	-3	1	1	-2	-4
COc1cccc(-c2nn(C)c3sc(C(=O)NCc4ccc5c(c4)OCO5)cc23)c1	-4	8	0.5	-5	-8	0.92	1.3	-34	-6
CNC(=O)c1sccc1-n1cccc1	0	-10	1.4	-1	-3	1.1	1.1	-6	3
Oc1c(N=NC(=S)Nc2ccccc2F)c2ccccc2n1Cc1ccccc1F	-5	-6	0.5	0	-1	1.1	0.88	12	-4
O=C(Nc1ccc(F)cc1)N1CCCCCC1	3	4	2.6	2	3	0.96	1.1	-11	1
O=C(CN(CCc1ccccc1)C(=O)CNS(=O)(=O)c1ccc(F)cc1)NCC1CCCO1 (stereo not given)	0	9	-1.2	-3	-11	0.91	0.94	6	0
Cc1cc(NC(=O)CN2C(=O)C3CC=CCC3C2=O)no1 (stereo not given)	2	7	0.6	-4	-5	0.93	0.95	5	1
COC(=O)c1cc2c(ccn2C)n1C	-1	16	-1.6	-4	-10	0.84	1.1	-6	4
COCc1cc(C)nc2sc(C(=O)NCCO)c(-n3cccc3)c12	2	2	1.3	0	-3	0.98	0.95	4	0
CCCCCSc1nnc(N)s1	0	16	2.1	3	-2	0.84	1	-4	-1
CC(=O)c1ccc[n+](CC(=O)NC(C)c2ccccc2)c1 (stereo not given)	-2	11	-0.2	62*	10	0.89	1	0	3
COC(=O)C1=C(NC(=O)c2ccc(Br)cc2)CCS1	3	6	3.0	-2	-8	0.94	0.92	8	0

Rewritten as comma-separated lines: part of the list above.
structure,beta cell repl,hIAP inh,MPTP block,APOBEC3A inh,APOBEC3G inh,hIAP act,mIAP activ,mIAP inh,NR3A LBD binder
COC(=O)c1cc2c(ccn2C)n1C,-1,16,-1.6,-4,-10,0.84,1.1,-6,4
CCCCN(CCCC)C(=O)/C=C/c1cccc([N+](=O)[O-])c1,0,-11,2.9,-2,-6,1.1,0.86,14,1

Next results
SMILES	beta cell repl	hIAP inh	MPTP block	APOBEC3A inh	APOBEC3G inh	hIAP act	mIAP activ	mIAP inh	NR3A LBD binder
Cc1ccc(NC(=O)C2CCCN2C(=O)OCc2ccccc2)c(O)c1 (stereo not given)	-2	12	0.1	-4	-9	0.88	0.99	1	-2
O=C(NNc1ncc(C(F)(F)F)cc1Cl)c1c(Cl)cccc1Cl	-4	-45	-0.3	-4	-5	1.4	0.89	11	-1
Cc1ccc(S(=O)(=O)c2nc(S(C)(=O)=O)sc2NCC2CCCO2)cc1 (stereo not given)	3	4	-5.6	0	-6	0.96	0.94	6	-2
Cc1ccc(C)c(NC(=O)CCC(=O)NN=C2CCCC2)c1	-3	14	-1.6	-1	-5	0.86	0.75	25	1
CCc1cccc(C)c1NC(=O)Nc1ccc2c(c1)OCO2	1	-13	1.1	-2	-6	1.1	1.1	-7	-5
Cc1c(Cl)cccc1NC(=S)N=Nc1c(O)n(CN2CCOCC2)c2ccccc12	-6	-47	8.0	0	-1	1.5	0.81	19	10
CC(C)COC(=O)C(N)C(C(=O)OCC(C)C)c1ccccc1 (stereo not given)	4	-8	1.2	-10	-2	1.1	0.96	4	1
O=C(CSc1nc(C2CC2)nc2ccccc12)Nc1ccccc1Cl	1	15	0.8	-3	-13	0.85	1.1	-6	5
CN(CCCNC(=O)c1ccc(/C=N/O)nc1)CCCN(C)Cc1ccccc1	-3	-22	0.0	-3	-7	1.2	0.97	3	1
CCOc1ccc(S(=O)(=O)N2CCC(C(=O)NCC3CCCO3)CC2)cc1Cl (stereo not given)	0	-14	-1.2	0	-6	1.1	1	-4	1
O=C(NCc1cccc(Cl)c1)c1ccco1	0	12	6.9	-7	-4	0.88	1.1	-9	1
Cc1ccc(C(=O)NCCNC(=O)CN2CCOCC2)cc1	-3	2	-2.0	1	0	0.98	1	-2	1
Cc1ccc(-n2nc3ccc(NC(=O)/C=C/c4ccco4)cc3n2)cc1C	-6	-16	1.2	-2	-1	1.2	0.92	8	32*
Cc1c(-c2ccccc2)nc2ccccc2c1C(=O)Oc1ccc([N+](=O)[O-])cc1	0	17	0.8	2	3	0.83	1	-1	0
Cc1cc(C)c2c(n1)nn1c(C3CC3)cc(C(F)(F)F)nc21	-3	-15	1.4	0	-3	1.1	0.96	4	-1
Cc1nc[nH]c(=O)c1Br	-1	6	-6.3	-2	-3	0.94	1.1	-5	0
CCOC(=O)COn1c2c(c3c4no[n+]([O-])c4ccc31)CCCC2	-3	16	2.5	-11	-5	0.84	0.92	8	1
CC(C)C(=O)Nc1cccc(NC(=O)c2cccc(F)c2)c1	-2	0	-0.6	-4	-3	1	1	-2	0
CCCN(C(=O)Cc1c(C(=O)O)n(C)c2ccccc12)c1cccc(C)c1	-2	1	2.0	-4	-8	0.99	1	-4	0
O=C(COC(=O)c1c(F)cccc1F)NCc1cccs1	-1	2	0.4	0	2	0.98	1	-4	0
CCCCCCC(=O)NNC(=O)c1c(O)c2ccccc2n(CC)c1=O	2	-31	2.4	0	-5	1.3	0.94	6	-1
COc1ccc(CCNC(=O)C2CCCN2C(=O)Nc2ccc(F)cc2)cc1OC (stereo not given)	-3	-11	-0.3	0	-4	1.1	0.92	8	0
Cc1ccc(OCc2cc(C(=O)N3CCCC3)no2)cn1	-3	10	0.6	1	13	0.91	1.1	-6	-1
CC(=O)Nc1ccc(S(=O)(=O)NCC2CCC(C(=O)NC3CCCCCC3)CC2)cc1 (stereo not given)	-1	0	0.2	-3	-7	1	1.1	-9	-3
[O-][n+]1onc2c1CCC(=N/O)/C2=N\Nc1ccccc1	-3	5	.	-4	-4	0.95	0.85	15	.
COc1ccc(NC(=O)C2CCCN(c3ncnc4onc(-c5ccc(F)cc5)c34)C2)cc1 (stereo not given)	0	18	-0.5	-4	-6	0.82	0.94	6	-1
COc1cnc(-c2ccccn2)nc1Sc1c(Cl)cccc1Cl	-4	8	-0.9	-3	-11	0.92	0.83	16	-3
CCCn1nnnc1NCc1ccccc1C	1	2	-1.5	-3	-5	0.98	0.92	8	-1
COc1ccc(CNC(=O)CN(c2ccc(C(C)C)cc2)S(=O)(=O)c2c(C)noc2C)cc1	-1	-23	-0.8	-9	-8	1.2	1.3	-26	0
COc1cc(/C=C(\NC(C)=O)C(=O)Nc2cccc(O)c2)ccc1OC(C)=O	0	0	4.0	-1	-6	1	1.1	-6	-4
C=CCn1c(C(CCCC)CC(O)COCC(C)C)n[nH]c1=S (stereo not given)	-2	-19	2.7	0	19	1.2	0.94	6	-1
Fc1ccc2nc3[nH]c4ccccc4c3nc2c1	-5	24	0.9	-4	-5	0.76	0.96	4	0
O=C(c1ccc(Cl)c(Cl)c1)N1CCC(=O)N(C(CO)Cc2ccccc2)CC1 (stereo not given)	1	-15	-1.9	-1	2	1.2	1	0	1
O=C(Nc1ccc(C2SCCS2)cc1)c1ccccc1	-2	7	0.2	-3	-5	0.93	0.95	5	15*
O=C(CSc1ccccc1)N1CCCC(N2CCN(c3cccc(Cl)c3)CC2)C1 (stereo not given)	-2	-4	0.7	0	-1	1	0.95	5	.
CN(C)S(=O)(=O)c1ccc(N2CCCC2)c(C(=O)NC(c2ccccc2)c2ccccc2)c1	1	2	2.3	10	-2	0.98	1.1	-13	-3
O=S1(=O)C=C(Sc2nc3cc(Cl)ccc3o2)c2ccccc21	-6	-3	2.2	-4	-6	1	0.99	1	-8
N#C/C(=C/c1cccs1)c1ccccn1	-1	-2	2.0	-5	0	1	1	0	0
COc1ccc(N2C(=O)CCC(C(=O)N3CCOCC3)C2c2ccc(F)cc2)cc1 (stereo not given)	2	-2	-0.4	4	0	1	0.96	4	1
O=C(CC(C(=O)O)c1ccc(Cl)cc1)c1ccc(Br)cc1 (stereo not given)	0	-14	1.4	-3	-6	1.1	0.97	2	1

Three entries out of the list, sorted by formula weight, largest number first.
SMILES	beta cell repl	hIAP inh	MPTP block	APOBEC3A inh	APOBEC3G inh	hIAP act	mIAP activ	mIAP inh	NR3A LBD binder
COc1ccc(CNC(=O)CN(c2ccc(C(C)C)cc2)S(=O)(=O)c2c(C)noc2C)cc1	-1	-23	-0.8	-9	-8	1.2	1.3	-26	0
O=S1(=O)C=C(Sc2nc3cc(Cl)ccc3o2)c2ccccc21	-6	-3	2.2	-4	-6	1	0.99	1	-8
Fc1ccc2nc3[nH]c4ccccc4c3nc2c1	-5	24	0.9	-4	-5	0.76	0.96	4	0

(cont.)
SMILES	beta cell repl	hIAP inh	MPTP block	APOBEC3A inh	APOBEC3G inh	hIAP act	mIAP activ	mIAP inh	NR3A LBD binder
O=C(N/N=C/c1ccc(N2CCCCC2)o1)c1ccccc1[N+](=O)[O-]	1	4	1.5	11	0	0.96	1	-3	-2
O=C(CSCc1ccccc1)NCCc1ccc(F)cc1	-3	-21	-0.1	-4	-4	1.2	1	-5	0
CC(OC(=O)c1ccc(Br)c(S(=O)(=O)N2CCOCC2)c1)C(=O)NC1CCCCC1C (stereo not given)	-5	-4	0.3	3	-5	1	1	0	0
COc1ccc(Cl)cc1NC(=O)CN(C)CC(=O)Nc1ccc(C)cc1Br	-4	-48	-1.0	-5	-14	1.5	1.1	-14	-6
Cc1noc(C)c1S(=O)(=O)Nc1ccc2c(c1)C(=O)N([C@H](C)CO)C[C@H](C)[C@@H](CN(C)C(=O)NC(C)C)O2	-1	-15	1.2	-3	-8	1.2	1	-2	1
O=C(NCc1ccc2c(c1)OCO2)c1ccc(S(=O)(=O)N2CCOCC2)cc1	-2	-9	-1.3	-2	-5	1.1	0.97	2	-2
C#CCOCCOCCOCCNc1nc(N2CCN(C(=O)Cn3cc(CCCCN)nn3)CC2)nc(N2CCN(C(=O)[C@H](CCCCN)n3cc(CCCC)nn3)CC2)n1	-2	5	-2.7	3	5	0.95	1.1	-6	1
COc1ccccc1-c1nc(C#N)c(N2CCc3ccccc3C2)o1	0	12	-0.9	0	-2	0.88	1	-4	-6
COc1cc(CCC(=O)NCC2CCCO2)cc(OC)c1OC (stereo not given)	0	-14	-0.6	-3	-5	1.1	1	-2	-1
O=C(O)Cc1ccc(NC(=O)CCN2C(=O)c3ccc([N+](=O)[O-])cc3C2=O)cc1	-1	14	-1.0	-3	-5	0.86	0.95	5	0
Cc1c(Cl)c([N+](=O)[O-])nn1CCCC(=O)Nc1c(C)n(C)n(-c2ccccc2)c1=O	4	-4	2.0	5	-1	1	0.97	3	2
CCOC(=O)C1CCCN(C(=O)CCn2nnnc2CN2CCOCC2)C1 (stereo not given)	1	2	-0.6	-1	-10	0.98	1.1	-10	-1
O=C(COC(=O)/C=C/c1ccc(Cl)cc1)Nc1ccc2c(c1)OCCO2	0	-32	2.1	1	-3	1.3	0.97	3	0
